MsrA inh: inhibitors of bovine MsrA; 0.75% of 360,000 active; inhibition, % at 15.5 µM; purified bovine MsrA, absorbance read-out; in the data active = inhibition above about 4.5%;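 also: 0% = vehicle wells with enzyme and 100% = reference inhibitor wells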
eLon inh: inhibits E. coli Lon protease. P0A9M0. purified E. coli Lon protease, fluorescence polarization. inhibition, % at 7.94 µM. 0.42% of 360,000 active. AID 602123; in the data active = inhibition above about 13%, passing the limit was not always enough;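 also: 0% = enzyme with probe and DMSO and 100% = no enzyme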
MLLE-PAM2 inh: blocks PAM2 peptide binding to the PABP1 MLLE domain | P11940 | GST-MLLE / FITC-PAM2 fluorescence polarization | inhibition, % at 20 µM | 0.36% of 360,000 active | AID 588489; in the data active = inhibition above about 35%, passing the limit was not always enough;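 also: plate controls were DMSO wells with GST-MLLE for no effect and wells lacking GST-MLLE protein for full effect; some results filed as inactive read as strong as hits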
Neddylation inh: cullin neddylation inhibition; TR-FRET cullin neddylation, biochemical; 0.58% of 360,000 active; calls only at 25 µM; P61081+Q13564; in the data active = inhibition above about 36%
Target sequence (P61081 whole entry, looked up): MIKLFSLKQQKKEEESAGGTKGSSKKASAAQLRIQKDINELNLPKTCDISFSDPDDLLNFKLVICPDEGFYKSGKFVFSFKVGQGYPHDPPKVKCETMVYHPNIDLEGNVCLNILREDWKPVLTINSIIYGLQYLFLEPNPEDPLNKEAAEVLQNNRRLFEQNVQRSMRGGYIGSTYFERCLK
Target sequence (Q13564 whole entry, looked up): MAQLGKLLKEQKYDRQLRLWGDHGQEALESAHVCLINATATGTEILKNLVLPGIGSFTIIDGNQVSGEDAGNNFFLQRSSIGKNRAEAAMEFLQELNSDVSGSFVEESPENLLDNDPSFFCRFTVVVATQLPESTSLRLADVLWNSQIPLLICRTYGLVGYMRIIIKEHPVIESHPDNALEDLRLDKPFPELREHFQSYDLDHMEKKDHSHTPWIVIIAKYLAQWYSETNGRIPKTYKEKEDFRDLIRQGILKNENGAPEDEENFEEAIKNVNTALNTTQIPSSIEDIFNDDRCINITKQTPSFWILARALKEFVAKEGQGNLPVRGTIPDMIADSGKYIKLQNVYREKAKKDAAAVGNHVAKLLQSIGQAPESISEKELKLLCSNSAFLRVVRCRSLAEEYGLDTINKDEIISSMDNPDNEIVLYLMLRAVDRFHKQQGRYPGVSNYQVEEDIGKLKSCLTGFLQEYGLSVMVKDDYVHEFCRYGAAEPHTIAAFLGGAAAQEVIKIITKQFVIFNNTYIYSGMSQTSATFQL
Tb MetRS inh: Trypanosoma brucei MetRS inhibition; 0.4% of 360,000 active; purified T. brucei MetRS, ATP depletion, Kinase-Glo luminescence; inhibition, % at 11.9 µM;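 active = inhibition above a per-plate cutoff of the control wells' mean inhibition plus 3 SD, cut at about 5.5% in these data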;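 also: 0% = DMSO wells median and 100% = median of wells with control inhibitor compound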
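Material – parasite MetRS enzyme · Medium – HEPES-MgCl2-KCl buffer plus DTT, spermine, BSA, pyrophosphatase · Reagent – ATP, methionine and E. coli bulk tRNA substrates · Times – 15 min enzyme-compound preincubation, 2 h reaction, 10 min detection, 25 °C · Measured by – luminescence of leftover ATP · Evaluation – percent inhibition relative to median high and low control wells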
bovine MsrA act: activators of bovine methionine sulfoxide reductase A. purified bovine MsrA, absorbance read-out. activation, % at 10.6 µM. 0.3% of 360,000 active. AID 602163; in the data active = activation above about 7.5%;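 also: 0% = vehicle and 100% = reference activator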
CSN inh: inhibitors of human CSN-mediated cullin deneddylation. Q92905. Purified CSN, SCF-Nedd8-OG deneddylation, fluorescence polarization. inhibition, % at 12.5 µM. 0.38% of 360,000 active;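 active = pattern-corrected inhibition above about 35%, with an unprinted fluorescence ratio check between 0.5 and 1.5, limit read from the data, passing the limit was not always enough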;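 also: 0% = enzyme with substrate and 100% = substrate without enzyme; some results filed as inactive read as strong as hits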
Target sequence (Q92905 whole entry, looked up, one chain of several): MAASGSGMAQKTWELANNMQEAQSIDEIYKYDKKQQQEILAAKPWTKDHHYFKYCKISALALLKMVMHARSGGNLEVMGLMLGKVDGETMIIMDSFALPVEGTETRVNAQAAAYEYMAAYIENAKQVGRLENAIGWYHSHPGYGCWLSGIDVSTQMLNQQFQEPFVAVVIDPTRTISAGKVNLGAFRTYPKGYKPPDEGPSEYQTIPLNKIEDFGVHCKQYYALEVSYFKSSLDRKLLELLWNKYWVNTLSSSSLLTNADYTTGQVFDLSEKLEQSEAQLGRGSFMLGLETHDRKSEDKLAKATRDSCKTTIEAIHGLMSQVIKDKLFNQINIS
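assay system = purified human Csn5 enzyme expressed in HEK293T cells | amount = 0.24 nM enzyme | buffer or medium = Tris/NaCl/DTT buffer, pH 7.5 | reagent = 10 nM SCFSkp2-Nedd8OG | compound = one concentration, 12.5 µM, 0.25% DMSO | times = 90 min reaction at room temperature | signal = FP | read-out basis = % inhibition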
FAS-TE inh: inhibitors of human fatty acid synthase thioesterase domain; inhibition, % at 15 µM; recombinant FAS-TE, OMFH fluorogenic substrate, fluorescence endpoint; 0.67% of 360,000 active;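 active = compounds whose normalised, plate-corrected inhibition of enzyme fluorescence in the single-dose primary screen is 50% or more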;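 also: 0% = DMSO with enzyme and 100% = substrate without enzyme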
Rin1-Abl PPI inh: human Rin1-Abl interaction inhibition | inhibition, % at 7.35 µM | P00519+Q13671 | 0.4% of 360,000 active | TR-FRET Rin1/Abl binding, biochemical; in the data active = inhibition above about 5%, passing the limit was not always enough
* hit, by the source's call; i = inactive; nt = no result given.

Compound	MsrA inh	eLon inh	MLLE-PAM2 inh	Neddylation inh	Tb MetRS inh	bovine MsrA act	CSN inh	FAS-TE inh	Rin1-Abl PPI inh
CCN1C(=NCc2cc(OC)c(OC)c(OC)c2)N[C@@H](c2cccc(C(F)(F)F)c2)C(C(=O)OC)=C1C	-1.4	5.1	-20.1	i	-0.5	-8.5	-2.6	-10.5	1.4
COC(=O)c1c(C(=O)OC)c2oc3ccccc3n2c1Cl	1.0	-4.4	-1.8	i	-0.4	-8.3	-0.9	-2.1	6.5
Cc1ccccc1NC(=S)N(CCCN1CCOCC1)Cc1cccs1	-1.3	-10.2	-82.0	i	0.1	-2.5	-2.3	1.2	0.3
O=C(Nc1cccc(N2C(=O)C3C4C=CC(C4)C3C2=O)c1)c1cccs1 (centres undefined)	0.1	-0.2	-12.2	i	2.3	-5.7	10.5	-1.3	2.4
CCN(CC)C(=O)c1ccc(Cc2cn(C)c3ccccc23)nc1	0.0	7.6	6.4	i	0.1	-0.3	-1.4	-3.7	-5.0
CC(C)CN(Cc1cc2ccccc2[nH]c1=O)C(=O)c1cccnc1	0.4	-10.8	9.7	i	-0.3	-1.4	0.1	-4.7	-4.8
CC(C)(C)OC(=O)N[C@H](C(=O)OC(C)(C)C)c1ccc(Br)cc1	-0.4	5.2	-1.2	i	-0.2	0.5	-4.7	14.9	2.5
COc1ccc(-c2nc3nc(C)cc(C)n3n2)cc1	-0.4	-0.6	-2.9	nt	-0.8	0.3	3.2	-9.4	-1.9
N#CCCn1c(SCC(=O)N2CCN(S(=O)(=O)c3ccccc3)CC2)nc2ccccc21	1.9	-7.7	-15.3	i	-0.3	-3.8	-4.2	-6.6	-2.5
CCC(=O)NC(=S)Nc1cccc(NC(=O)c2ccco2)c1	0.8	-2.2	18.8	i	0.0	-4.0	-11.0	-6.4	3.9
c1ccc2c(c1)nc(-c1ccncc1)n2CCNc1nc(CN2CCCCC2)cs1	1.0	0.0	13.8	i	-0.3	5.6	-1.2	-7.2	0.0
COc1ccc(NC(=O)CN(C)C(=O)CCc2ccccc2)cc1	0.4	4.9	-11.7	i	-0.8	-4.4	1.0	-2.5	-2.6
COc1cccc(CCc2nnc(CCC(=O)N3CCCC3c3nccs3)o2)c1 (centres undefined)	1.0	4.4	-3.4	i	-0.7	-0.9	4.0	-2.5	2.4
Cc1ccc(NC(=O)/C(C#N)=C/c2cc(C)n(-c3ccc(N4CCOCC4)c([N+](=O)[O-])c3)c2C)c(C)c1	-0.1	-6.4	-13.4	i	-0.3	0.3	-1.5	9.8	2.5
CC(=O)Nc1ccc(NC(=O)C(C)OC(=O)CSCc2cccc(Cl)c2)cc1 (centres undefined)	-0.9	3.9	-8.0	i	-0.4	-0.7	-3.2	-2.8	1.9
CCn1cc(C(=O)NCC2CCCO2)c(=O)c2cc(S(=O)(=O)N3CCCCCC3)ccc21 (centres undefined)	1.7	1.2	-1.0	i	0.1	-3.3	2.1	0.9	-3.6
COc1ccc(-c2cc(-c3cc(F)ccc3O)[nH]n2)cc1OC	2.0	-4.6	0.5	i	0.0	-3.5	3.7	19.3	6.9
O=C1Nc2cc(C(=O)N3CCN(Cc4ccccc4)CC3)ccc2SC1N1CCOCC1 (centres undefined)	-0.7	-5.1	-3.2	i	-1.9	-6.7	-2.4	-9.4	3.0
CC(C)(C)OC(=O)NC1CONC1=O (centres undefined)	0.6	10.8	-7.3	i	-1.1	-12.8	0.6	-16.6	2.3
Cc1nnc(NC(=O)c2ccc3ccccc3c2)o1	-1.1	-2.6	7.0	i	-0.2	-4.6	1.1	-22.9	0.7
O=C(O)CSc1nnc(NC(=O)CN2CCOCC2)s1	-0.9	4.8	-7.6	i	1.6	-1.6	-3.5	-0.5	1.4
CSc1ccccc1C(=O)N1CCN(c2cccc(Cl)c2)CC1	-0.6	1.0	-3.0	i	-0.5	-7.7	-0.5	8.2	-0.9
CC(=O)c1ccc(NS(=O)(=O)c2ccc(C)cc2)cc1	2.5	-9.7	10.2	i	-0.3	-3.9	-0.8	-3.6	-0.1
CS(=O)(=O)N1CCN(Cc2cc(=O)n3ccsc3n2)CC1	-0.1	-5.9	8.7	i	0.4	-0.7	4.8	-5.0	-2.1
Cc1ccccc1NC(=O)CSCc1cc(=O)n2ccsc2n1	0.6	-9.8	1.7	i	0.3	-0.7	1.6	-4.7	0.0
CC1=C(C(=O)N2CCOCC2)CC(CC(=O)NCCCN(C)C)C(=O)N1Cc1ccc(C(C)(C)C)cc1 (centres undefined)	0.7	-10.2	-1.7	i	-0.3	-2.9	0.4	0.3	10.7
CCC1CCc2c(sc3nc(SCC(=O)NCc4ccco4)n(-c4ccccc4)c(=O)c23)C1 (centres undefined)	-0.1	-5.3	5.6	i	-0.7	-1.2	2.8	7.1	0.6
CCOc1ncccc1C(=O)Nc1ccccc1F	1.3	14.0	11.9	i	-1.7	-13.8	-0.2	-6.3	2.9
O=C(Nc1cccc(-c2nc3ccccc3[nH]2)c1)c1ccc(C(=O)Nc2cccc(-c3nc4ccccc4[nH]3)c2)cc1	2.0	-20.3	-63.4	i	-0.3	-6.2	8.1	-0.2	2.5
Cc1ccccc1OCCSc1nnc(-c2ccncc2)n1C	0.7	3.1	-12.3	i	-0.2	5.4	-4.8	-3.1	-0.6
O=C(N/N=C/c1cccc(NC(=O)c2ccc(Cl)cc2)c1)c1ccc(O)cc1	0.9	-7.2	5.4	i	0.6	-2.1	2.3	-2.2	-2.6
COc1ccc(CNCc2ccc3ccccc3c2)c(OC)c1	0.1	1.3	2.2	i	-1.6	-6.1	4.0	-1.4	1.4
Clc1ccc(-c2ccc(C=Nc3ccc(N4CCOCC4)cc3)o2)cc1	4.2	7.8	-9.4	i	0.3	-3.4	-11.1	-4.9	-8.3
O=C(COC(=O)c1ccco1)c1ccc(S(=O)(=O)N2CCCCC2)cc1	0.6	1.7	5.2	i	-0.3	-3.7	7.3	5.2	0.5
CCOc1ncccc1C(=O)N(CC)CC(=O)NCc1ccc(F)cc1	0.5	-1.6	-0.1	i	-0.2	-1.9	2.9	-3.7	1.6
CNC(=O)CSc1nnc(COc2ccc([N+](=O)[O-])cc2)n1C	0.6	-0.5	7.7	i	0.6	0.2	-2.6	-4.0	-2.3

Shown with each value named: entries from further up.
CCN(CC)C(=O)c1ccc(Cc2cn(C)c3ccccc23)nc1
  MsrA inh = 0.0	eLon inh = 7.6	MLLE-PAM2 inh = 6.4	Neddylation inh = i	Tb MetRS inh = 0.1	bovine MsrA act = -0.3	CSN inh = -1.4	FAS-TE inh = -3.7	Rin1-Abl PPI inh = -5.0
CC(C)CN(Cc1cc2ccccc2[nH]c1=O)C(=O)c1cccnc1
  MsrA inh = 0.4	eLon inh = -10.8	MLLE-PAM2 inh = 9.7	Neddylation inh = i	Tb MetRS inh = -0.3	bovine MsrA act = -1.4	CSN inh = 0.1	FAS-TE inh = -4.7	Rin1-Abl PPI inh = -4.8
CC(C)(C)OC(=O)N[C@H](C(=O)OC(C)(C)C)c1ccc(Br)cc1
  MsrA inh = -0.4	eLon inh = 5.2	MLLE-PAM2 inh = -1.2	Neddylation inh = i	Tb MetRS inh = -0.2	bovine MsrA act = 0.5	CSN inh = -4.7	FAS-TE inh = 14.9	Rin1-Abl PPI inh = 2.5
COc1ccc(-c2nc3nc(C)cc(C)n3n2)cc1
  MsrA inh = -0.4	eLon inh = -0.6	MLLE-PAM2 inh = -2.9	Neddylation inh = nt	Tb MetRS inh = -0.8	bovine MsrA act = 0.3	CSN inh = 3.2	FAS-TE inh = -9.4	Rin1-Abl PPI inh = -1.9

(further entries)
Compound	MsrA inh	eLon inh	MLLE-PAM2 inh	Neddylation inh	Tb MetRS inh	bovine MsrA act	CSN inh	FAS-TE inh	Rin1-Abl PPI inh
COc1cccc(OC(=O)c2ccccc2)c1OC(=O)c1ccccc1	2.4	1.4	-0.8	i	-0.1	-1.5	-0.7	32.5	0.4
NC(=O)c1ncn([C@@H]2O[C@H](CNCc3cnc(N4CCOCC4)s3)[C@@H](O)[C@H]2O)n1	-1.3	-3.6	-3.6	i	-0.9	-5.6	0.8	-7.5	0.9
CC(=O)OCC1OC(n2cc(F)c(=O)[nH]c2=O)C(OC(C)=O)C1OC(C)=O (centres undefined)	-0.1	3.6	-6.8	i	0.7	1.2	4.9	-7.4	-0.3
CC(C)(C)OC(=O)N1CCN(CCNC(=O)c2ccccc2)CC1	0.7	-4.2	-0.5	i	0.4	0.0	4.0	-4.9	-2.2
CC(C)(C)OC(=O)C[C@H]1C/C=C\C[C@@H](CC(=O)NCCO)C(=O)N[C@H](C(C)(C)C)COC1=O	-0.5	-4.2	11.1	i	-0.7	0.0	-9.2	-6.8	0.9
O=C(COC(=O)C12CC3CC(CC(C3)C1)C2)Nc1ccccc1F	1.4	-7.2	-9.3	i	0.3	-2.6	1.1	14.5	-3.6
O=C(NCCn1cccn1)c1ccc(OC2CCN(CCc3ccccc3)CC2)cc1	1.1	-1.2	3.0	i	0.2	2.1	0.8	-6.5	2.8
COc1cccc(N2C(=O)c3ccncc3C2=O)c1	-1.2	-18.8	-6.1	i	-0.6	-3.1	-1.8	-2.9	-0.3
COc1ccc(C2CC(c3ccccc3O)=NN2c2ccccc2)cc1 (centres undefined)	0.4	0.3	5.0	nt	-0.9	-9.0	1.8	39.1	-1.3
Cc1ccc(C(=O)CNc2ccc(Cl)cc2)cc1	0.3	4.5	-7.7	i	-1.4	-9.7	3.7	-0.5	3.6
O=C(c1ccc(F)cc1)N1CCC(C(=O)N2CCN(S(=O)(=O)c3cccc(F)c3)CC2)CC1	-0.9	-1.5	-25.5	i	-0.3	0.5	-5.9	-1.8	0.1
O=C(NNS(=O)(=O)c1ccccc1[N+](=O)[O-])c1ccncc1	-0.1	0.7	-4.2	i	-0.4	1.0	-3.4	-9.9	-1.0
CC1CCN(S(=O)(=O)c2cccc(C(=O)NC3CCS(=O)(=O)C3)c2)CC1 (centres undefined)	-0.6	-8.8	9.7	i	0.0	-2.7	-3.1	-2.2	-2.9
CCCCC(c1nnnn1CS(=O)(=O)c1ccc(C)cc1)N1CCN(C)CC1 (centres undefined)	-0.3	-7.7	8.5	i	0.5	-2.7	-0.7	-4.0	0.8
Cc1nnc(SCC(=O)NC2CCCCC2)n1N	1.6	-6.1	-11.8	i	-0.4	-3.1	4.7	-6.6	1.7
O=c1c2ccc(Cl)cc2[nH]c(=S)n1CCC1=CCCCC1	-1.4	-10.1	-20.0	i	0.5	-1.7	7.5	-14.2	-2.5
CN(C)c1cccc(N(C)C)c1CNC(=O)NC(=O)c1c(F)cccc1F	-3.0	9.0	2.4	i	0.7	-3.3	4.7	6.5	-0.4
OC[C@@H]1CN(Cc2ccccc2)C[C@H](n2cnc3c(NCc4ccncc4)ncnc32)O1	-0.6	-1.9	9.8	i	-0.1	-9.5	-1.0	-4.0	-1.2
Cc1ccc(Nc2cc(C)c3ccc(O)cc3n2)cc1C	0.9	2.3	0.1	nt	-0.6	-2.1	-2.8	-4.3	-2.2
O=C(NC1(C(F)(F)F)N=C2SCCN2C1=O)c1ccccc1 (centres undefined)	2.0	7.8	29.6	i	-0.9	-5.4	1.3	-7.7	-3.4

Source: PubChem BioAssay
